# Caspase-1 inhib = blocks human caspase-1 allosterically or competitively; P29466; Caspase-1 enzyme, Ac-WEHD-AFC fluorogenic rate; Potency, µM (series often up to 57.5 µM), without a hit: at the highest dose activity change, negative = inhibition, most hits filed as inhibitors; hit rate 0.03% among 75,000;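 note: potency is the fitted concentration of half-maximal effect; plate controls were vehicle for no effect and no substrate for full effect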
# 4MU fluor = compound fluoresces in the 4-MU spectral region | compound autofluorescence, 340/450 nm, 4-MU equivalents; stronger effect = higher value | max dye-equivalent concentration, M | hit rate 11% among 59,000; in the data active = max dye-equivalent concentration above about 10 nM; inconclusive = mostly about 1.1 nM to 9.6 nM
#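 Compounds in 100 mM Tris, pH 8.0, sat 15 min at room temperature before fluorescence was read at 340 nm excitation/450 nm emission; a per-plate six-point 4-MU standard curve converted signals to dye-equivalent concentration at each compound concentration.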
# Caspase-7 inhib = allosteric or competitive inhibitors of human caspase-7; P55210; recombinant caspase-7, Ac-DEVD-AFC fluorescence rate; Potency, µM (top dose mostly 57.5 µM), for the others: at the highest dose activity change, negative = inhibition, actives largely listed as inhibitors; hit rate 0.02% among 75,000; active = well fitted inhibition curve with a large enough effect in the main read-out, with a control signal flat, not every such curve was filed as active; inconclusive = small, poorly fitted or top-dose-only effect, or a change in a side signal; note: potency is the fitted concentration of half-maximal effect; % of control where 0% means no effect
# Rhodamine autofl = compound fluoresces in the rhodamine spectral region; max dye-equivalent concentration, M; hit rate 0.05% among 59,000; Rhodamine-region fluorescence, 547/598 nm, Tris buffer; stronger effect = higher value; in the data active = max dye-equivalent concentration above about 11 nM; inconclusive = between about 1.1 nM and that limit
#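 Compound fluorescence in 100 mM Tris, pH 8.0, read after 15 min at room temperature with 547 nm excitation and 598 nm emission. Output is dye-equivalent concentration from an on-plate rhodamine standard series.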
# BRCT PPI red = disrupts BRCA1 BRCT binding to phosphoprotein, red fluorophore readout; Potency, µM (series often up to 76.9 µM), without a hit: at the top dose activity change, negative = inhibition, actives largely listed as inhibitors; P38398; hit rate 0.03% among 75,000; BRCT-phosphopeptide binding, red fluorescence polarization; note: % is set by controls: 0 for no effect and ±100 for the full control effect
#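 Fluorescence polarization: 100 nM His-tagged BRCA1 BRCT with 100 nM TAMRA-labelled phospho-BACH1 decapeptide, phosphate buffer pH 7.3 with 150 mM NaCl, DTT, 0.01% Tween 20; 12 min RT. Binding inhibition seen as FP decrease.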
# BRCT PPI green = inhibitors of human BRCA1 BRCT-phosphoprotein interaction (green fluorophore) | hit rate 0.05% among 75,000 | BRCA1 BRCT-phosphopeptide binding, green fluorescence polarization | AID 875 | Potency, µM (highest dose often 76.9 µM), for the others: at the highest dose activity change, negative = inhibition, hits mostly inhibitors;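 note: potency is the fitted concentration of half-maximal effect; plate controls were peptide without protein for full effect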
#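 Fluorescence polarization: His-tagged BRCT (~35 kDa BRCA1 C-terminus, 250 nM) bound to 100 nM fluorescein-labeled phosphorylated 10-aa BACH1 peptide, pH 7.3 phosphate buffer with DTT and Tween 20. Compounds incubated 12 min at room temperature; inhibition read as lowered polarization.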
# HEK293 cAMP cs = counter-screen for TSHR agonists: cAMP increase in parental HEK293; parental HEK293 CNG cAMP sensor, membrane potential fluorescence; Potency, µM (highest dose often 57.1 µM), for inactives: at the top dose activation, hits mostly activators; hit rate 2.5% among 73,000; note: potency is the fitted concentration of half-maximal effect; % of control where 0% means no effect; nearly all actives have a fitted effect of over 55% in size
#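 Parental HEK 293 cells stably expressing a modified CNG channel (no TSHR) report cAMP rise as membrane depolarization. Membrane potential dye with 100 uM RO 20-1724 was loaded for 60 min at room temperature, then compound added for 30 min; fluorescence read at 590 nm.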
# USP2a inh = inhibitors of human ubiquitin-specific protease USP2a; O75604; Potency, µM (titrated, usually from 38.3 µM), for the others: at the top dose activity change, negative = inhibition, usual class: inhibitors; hit rate 0.1% among 60,000; USP2a enzymatic assay, qHTS inhibition;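 note: potency is the fitted concentration of half-maximal effect; nearly all actives have a fitted effect of over 60% in size; plate controls were DMSO for no effect and NEM full inhibition control for full effect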
#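 USP2 core (20 nM final) was preincubated with compound for 30 min at RT in 20 mM Tris-HCl pH 8.0, 2 mM CaCl2, 2 mM beta-mercaptoethanol; Ub-PLA2 (20 nM) plus NBD C6-HPC (20 uM) then added, fluorescence read after 2.5 h.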
# Texas Red fluor = compounds fluorescent in Texas Red spectral region | hit rate 0.06% among 59,000 | max dye-equivalent concentration, M | Compound fluorescence, Texas Red channel, 547/618 nm; stronger effect = higher value | AID 587; in the data active = max dye-equivalent concentration above about 10 nM; inconclusive = between about 1.1 nM and that limit
#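 Fluorescence at ex 547/em 618 nm, normalized against an on-plate Texas Red standard series to give dye-equivalent concentration per compound concentration. Buffer 100 mM Tris, pH 8.0; 15 min RT incubation before CCD imaging.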
# Fluorescein autfl = fluorescein region autofluorescence; Compound autofluorescence, 480/540 nm, fluorescein-equivalent; stronger effect = higher value; max fluorescein-equivalent concentration, M; hit rate 0.91% among 59,000; AID 593; in the data active = max fluorescein-equivalent concentration above about 10 nM; inconclusive = between about 1.1 nM and that limit
#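 Tris 100 mM pH 8.0; 15 min RT; CCD read, ex 480/em 540 nm. Output: fluorescein-equivalent concentration per compound concentration, from six-point dye series on each plate.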
# A350 autofl = compounds fluorescent in Alexa 350 spectral region; Compound autofluorescence, 340/450 nm, Alexa 350 dye-equivalents; stronger effect = higher value; max dye-equivalent concentration, M; hit rate 11% among 59,000; in the data active = max dye-equivalent concentration above about 10 nM; inconclusive = mostly about 1.1 nM to 9.6 nM
# The depositor's hits bear a star; i = inactive; u = inconclusive; x = not tested or not shown; ! = a repeat was not active; [ ] = another dose, or the depositor's remark. Unless noted, calls come from the whole dose curve; as a rule, active = well fitted curve in the direction sought with a large enough effect; inconclusive = small, poorly fitted or top-dose-only effect, or another doubt; inactive = no such curve, though single readings can be large; an effect the other way counts as inactive or inconclusive. A portion of the library; count on the stated rates, not on these rows.
SMILES,Caspase-1 inhib,4MU fluor,Caspase-7 inhib,Rhodamine autofl,BRCT PPI red,BRCT PPI green,HEK293 cAMP cs,USP2a inh,Texas Red fluor,Fluorescein autfl,A350 autofl
CCc1ccccc1NC1=NCC(=O)N1Cc1ccccc1,-2%,i,0%,i,-2.2%,-5.3%,14%,-11%,i,i,i
CC(=O)SCCC(=O)Nc1ccccc1,0%,i,3%,i,-0.7%,1.1%,-25%,1%,i,i,i
O=C(NCCc1ccccc1)c1noc2c1CCCCC2,1%,i,-1%,i,-1.4%,1.3%,9%,13%,i,i,i
CCOC(=O)C1CCCN(C(=O)c2ccc3c(=O)n(CCOC)c(=S)[nH]c3c2)C1 (stereo unspecified),0%,i,-2%,i,-0.2%,0.0%,u,10%,i,i,i
O=C(CC1NC2CCCCC2NC1=O)Nc1ccc2c(c1)OCO2 (stereo unspecified),-2%,i,0%,i,0.8%,-0.7%,2%,-3%,i,i,i
O=C(COC(=O)c1cccs1)NCC1CCCO1 (stereo unspecified),1%,i,8%,i,-1.0%,-2.5%,-1%,-8%,i,u,i
CCOC(=O)N1CCN(c2nc(N(c3ccccc3)c3ccccc3)nc(-n3ccnc3)n2)CC1,-1%,i,1%,i,0.5%,-2.2%,u,10%,i,i,i
CCc1ccc(-c2cn3nc(C)c(C)nc3n2)cc1,x,1.7e-06M*,x,i,x,x,x,x,i,u,1.9e-06M*
CCOC(=O)c1[nH]c(CSc2nnnn2-c2ccccc2C)c(C(=O)OCC)c1C,-11%,i,-10%,i,0.8%,1.2%,u,7%,i,u,u
COCCn1c(=O)c(CCc2ccccc2)nc2cnc(Oc3cccc(Cl)c3)nc21,-3%,i,-4%,i,-2.4%,0.8%,20%,-10%,i,u,i
C=CCn1c(=O)/c(=C/c2ccc(Cl)cc2)s/c1=C(/C#N)c1nnc2n1CCCCC2,-10%,i,-7%,i,-0.1%,2.0%,-19%,22%,i,i,i
O=C1CC(N2CCCN(C3CC(=O)N(c4ccc(F)cc4)C3=O)CC2)C(=O)N1c1ccc(F)cc1 (stereo unspecified),2%,i,1%,i,0.7%,-2.1%,-5%,13%,i,i,i
CNc1nn(-c2cccc(Cl)c2)nc1N,0%,u,0%,i,0.9%,0.9%,-30%,-2%,i,u,u
c1ccc(Nc2ncnc3ccc(-c4cccnc4)cc23)cc1,-2%,i,-1%,i,0.4%,1.1%,5%,14%,i,i,i
O=C(C/C(=N/O)c1ccccc1O)C(F)F,x,u,x,i,x,x,x,x,i,i,u
CC1O[C@@H](Oc2c(-c3ccc(O)c(O)c3)oc3cc(O)cc(O)c3c2=O)C(O)C(O)C1O (stereo partly specified),1%,x,0%,x,0.7%,0.1%[3.08 µM],x,-10%,x,x,x
CSc1cccc(NC(=O)CN(C)S(=O)(=O)c2ccccc2)c1,2%,i,3%,i,0.3%,-7.5%,-2%,4%,u,i,i
CCc1noc(C)c1C(=O)N1CC(C)OC(C)C1 (stereo unspecified),4%,i,-1%,i,-1.2%,-0.6%,1%,3%,i,i,i
Nc1cc(N)nc(SCC(=O)Nc2ccc3c(c2)OCCCO3)n1,2%,i,0%,i,1.6%,-5.6%,-1%,0%,i,i,i
C=C(C)CSc1nc2ncccc2[nH]1,-2%,u,0%,i,0.2%,-0.7%,7%,2%,i,i,u
COCCn1c(-c2ccccc2)nc2oc3ccccc3c(=O)c2c1=O,2%,i,-1%,i,0.5%,-0.7%,8%,12%,u,i,i
OCCN1CCN(C(=S)c2ccc(Cl)c(Cl)c2)CC1,0%,7.7e-07M*,0%,i,0.1%,2.1%,-60%[inhibitor],-8%,i,u,7.8e-07M*
CC(C)COc1ccc(C(=O)CCN2CCCCC2)cc1,1%,i,-2%,i,0.6%,-0.4%,u,4%,i,i,i
O=C1CC(C(=O)Nc2ccc(C(=O)N3CCOCC3)cc2)C2(CCCCC2)O1 (stereo unspecified),0%,i,0%,i,-3.4%,0.7%,0%,-6%,i,u,i
Cc1ccsc1/C=N/n1cnc2sc(C)c(C)c2c1=O,-2%,i,-2%,i,1.1%,-1.0%,u,-3%,i,u,u
# New compounds follow
SMILES,Caspase-1 inhib,4MU fluor,Caspase-7 inhib,Rhodamine autofl,BRCT PPI red,BRCT PPI green,HEK293 cAMP cs,USP2a inh,Texas Red fluor,Fluorescein autfl,A350 autofl
CCCC(=O)Nc1cc(OC)c(NC(=O)NC2CCCCC2)cc1OC,-3%,u,-1%,i,0.6%,-1.1%,-2%,x,i,i,u
CCOC(=O)c1ccc(NCc2nc3ccccc3[nH]2)cc1,0%,x,-1%,x,-0.9%,-1.4%,22%,x,x,x,x
CCc1cc2cc(C)cc(C)c2nc1SCC(=O)N1CCN(C(=O)c2ccco2)CC1,2%,i,-3%,i,-0.2%,1.7%,14%,15%,i,u,i
COC(=O)c1ccc(C(NC(=O)OCc2ccccc2)/C(=C/[C@@H](C)C(=O)NCc2nc3ccccc3n2C)c2cccnc2)cc1 (stereo partly specified),0%,x,-2%,x,-0.4%,-1.0%,13%,x,x,x,x
c1ccc2c(Cn3nnc4ccccc43)cccc2c1,-3%,i,-6%,i,-1.9%,4.5%,16%,3%,i,u,i
Cc1ccc2nc3c(c(C(=O)O)c2c1)CCC3,-4%,u,-3%,i,-1.5%,-0.2%,11%,0%,i,i,u
O=C(c1csnn1)N1CCC[C@@]2(CCN(c3ccccc3)C2)C1,-3%,i,-3%,i,-0.6%,-2.2%,8%,122%[activator],i,i,i
CC(C)(C)NC(=O)CN(C(=O)C1(C)CC(=O)N=C2C=CC=CN21)C1CCCC1 (stereo unspecified),-2%,4.4e-07M*,-1%,i,2.0%,-1.5%,8%,0%,i,i,3.8e-07M*
Cc1cc(S(=O)(=O)n2cnc3ccccc32)c(C)cc1Cl,0%,i,-2%,i,-0.2%,0.7%,17%,-6%,i,u,u
COc1ccccc1CN1CC[C@@]2(CCCN(C(=O)c3ccncc3)C2)C1,-3%,i,1%,i,0.7%,-2.0%,-16%,10%,i,i,i
CNc1nc(OC)nc(N2CCOCC2)n1,-1%,2.9e-08M*,0%,i,0.3%,-0.9%,7%,-1%,i,i,2.7e-08M*
CC1(C)CC(=O)C(Sc2nnc(-c3ccc(O)cc3)n2CC2CCCO2)C(=O)C1 (stereo unspecified),2%,i,3%,i,0.9%,-1.3%,7%,2%,u,i,i
O=C(OCCCCN1C(=O)c2ccccc2C1=O)c1n[nH]c2ccccc12,-1%,3.2e-06M*,-8%,i,-0.7%,-0.1%,25%,24%,i,i,2.9e-06M*
O=C(O)Cc1ccc(-c2ccccc2)cc1,-4%[25.7 µM],4.9e-08M*!,1%[25.7 µM],i,0.5%[34.4 µM],1.2%[34.4 µM],u,-8%[17.1 µM],u,u,4.7e-08M*!
COc1ccc2[nH]cc(CCNc3nc(-c4ccccc4OC)nc4ccccc34)c2c1,1%,i,-1%,i,-1.8%,0.1%,-28%,190%[activator],i,i,i
Cc1cccn2cc(CCNC(=O)c3ccc(Br)o3)nc12,-2%,x,-7%,x,0.6%,-3.4%,32µM*,x,x,x,x
CCCOc1ccc(/C(O)=C2/C(=O)C(=O)N(CCN(C)C)C2c2ccncc2)cc1 (stereo unspecified),x,i,x,i,x,x,x,x,i,i,i
CCCCOc1ccc(/C=c2\sc3ncnn3c2=O)cc1,-1%,1.7e-08M*,0%,i,-2.1%,-0.9%,-6%,4%,u,u,u
C=CCn1cnc2c(c1=O)c1nc3ccccc3nc1n2/N=C/c1cccc(OC)c1,-6%,1.2e-08M*,-5%,i,-1.7%,-1.6%,-9%,31%[activator],i,u,1.5e-08M*
C=CCc1cccc(CNc2nc3ccccc3n2CCN2CCOCC2)c1O,-1%,i,-1%,i,-0.5%,-3.4%,0%,23%,i,i,i
C=CCn1c(-c2ccc(OC)c(OC)c2)cs/c1=N\c1ccccn1,-4%,i,-2%,i,-0.7%,0.0%,14%,-7%,i,i,i
COc1ccccc1CC(=O)NCc1ccc2c(c1)OCO2,0%,i,1%,i,-1.3%,-1.3%,6%,-2%,i,i,i

# Limited to BRCT PPI green, HEK293 cAMP cs and A350 autofl (two entries from above):
mol,BRCT PPI green,HEK293 cAMP cs,A350 autofl
Cc1ccc2nc3c(c(C(=O)O)c2c1)CCC3,-0.2%,11%,u
O=C(c1csnn1)N1CCC[C@@]2(CCN(c3ccccc3)C2)C1,-2.2%,8%,i

# Compound profiles, from the list above:
# Record of c1ccc2c(Cn3nnc4ccccc43)cccc2c1 : Caspase-1 inhib: -3%; 4MU fluor: i; Caspase-7 inhib: -6%; Rhodamine autofl: i; BRCT PPI red: -1.9%; BRCT PPI green: 4.5%; HEK293 cAMP cs: 16%; USP2a inh: 3%; Texas Red fluor: i; Fluorescein autfl: u; A350 autofl: i
# Record of CCc1ccccc1NC1=NCC(=O)N1Cc1ccccc1 : Caspase-1 inhib: -2%; 4MU fluor: i; Caspase-7 inhib: 0%; Rhodamine autofl: i; BRCT PPI red: -2.2%; BRCT PPI green: -5.3%; HEK293 cAMP cs: 14%; USP2a inh: -11%; Texas Red fluor: i; Fluorescein autfl: i; A350 autofl: i

# Screening results (PubChem)
